# DSG3 Ab inh – inhibitors of pemphigus antibody binding to DSG3, primary screen, biochemical, bead-based, flow cytometry, scFv-GFP. binding (percent of control), % at 10 µM. Desmoglein-3 (Homo sapiens), P32926. AID 588358, 2011. DSG3-coupled beads, scFv-anti-DSG3-GFP binding; stronger effect = lower value. 0.48% of 310,000 active;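 active means binding more than 3 SD below its plate's average and above zero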;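 further: hits lower antibody fragment binding to DSG3; some compounds called inactive have numbers as strong as hits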
# NSD2 HMT inh – NSD2 histone methyltransferase inhibitors, primary screen, biochemical, AlphaScreen, single concentration, set 2; NSD2 peptide methylation, 120 min; inhibition, % at 12.5 µM; 0.54% of 310,000 active; AID 743445, 2014; in the data active means inhibition above about 50%
# CAL PDZ FP-1 – untagged CAL PDZ binding inhibitors, primary screen, biochemical, fluorescence polarization, HTS; inhibition, % at 24.9 µM; 0.92% of 300,000 active; AID 602252, 2012; Golgi-associated PDZ and coiled-coil motif-containing protein (Homo sapiens), Q9HD26; purified CAL PDZ, TMR-peptide fluorescence polarization, 1 h;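 active means mean inhibition of at least 30% with at least half of replicates also reaching 30%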;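 further: 0% = DMSO neutral control and 100% = excess unlabeled competitor peptide PRC23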
# V-ATPase pH – regulators of yeast V-ATPase proton pumping, primary screen, pHLuorin cytosolic pH fluorescence; 0.37% of 350,000 active; S. cerevisiae; response, % at 10 µM; in the data active means response mostly above about 7.3%, no sharp cut-off; inactive means mostly below about 5.4%; further: actives read high; inactives centre near 0; some compounds called inactive have numbers as strong as hits
# Arrestin-AP2 inh – inhibitors of beta-arrestin/AP2 binding, primary screen, biochemical, GPCR trafficking, flow cytometry; beta-arrestin 1 C-terminal peptide binding to AP2 beta2-adaptin appendage (human); FITC-arrestin peptide / GST-AP2 beads; AP2 beta2 appendage carries R879A mutation; inhibition, % at 10 µM; 0.31% of 340,000 active; AID 504490, 2011;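 active means inhibition above a set limit, near 3 SD of compounds lacking own fluorescence, cut at about 54% in these data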;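 further: plate controls were DMSO wells for no effect and 5 µM unlabelled arrestin peptide for full effect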
#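 system = GST-tagged AP2 beta2-adaptin appendage (R879A) on 4 µm glutathione beads | reagent = FITC-labelled arrestin peptide probe, 50 nM final | schedule = compound with beads 12 min RT, then probe 1 h RT | signal = HyperCyt-sampled flow cytometry, FL1 channel, ex 488/em 535 nm | read-out = percent response from loss of bead-bound FITC fluorescence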
# LANA DNA inh – inhibitors of KSHV C-LANA binding to DNA, primary screen, biochemical, fluorescence polarization, FAM-LBS DNA, MBP-C-LANA, single point; inhibition, % at 9 µM; 0.078% of 340,000 active; AID 504423, 2011;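 active means highest replicate inhibition at or above 60% at 9 µM, even if other replicates fall short; inactive means all replicates below 60% inhibition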;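 further: 0% = neutral control wells and 100% = 4 µM acridine orange control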
# CAL PDZ FP-2 – CAL PDZ peptide-binding inhibitors, primary screen, biochemical, fluorescence polarization, Cer-tagged CAL PDZ, HTS. Golgi-associated PDZ and coiled-coil motif-containing protein (Homo sapiens), Q9HD26. purified CAL PDZ, TMR-peptide fluorescence polarization, 1 h. inhibition, % at 20 µM. 0.02% of 330,000 active. AID 504414, 2011;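 active means highest replicate inhibition of at least 40%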;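 further: plate controls were DMSO neutral control wells for no effect and unlabeled competitor peptide control wells for full effect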
#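 Read-out basis: mP drop reported as inhibition | Assay system: Tagged CAL PDZ protein CerCALP, purified | Benchmarks: Unlabelled peptide for full inhibition, DMSO wells as neutral | Schedule: 1 h incubation at room temperature before polarization reading | Buffer or medium: Sodium phosphate/NaCl buffer pH 7.4 with TCEP, IgG, Thesit | Doses: Single point, 20 µM | Measured by: Fluorescence polarization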
# DAGLB inhibitor – DAGLB lipase inhibitors, primary screen, biochemical, fluorescence, HTS; Diacylglycerol lipase-beta (Homo sapiens), Q8NCG7; HEK293T DAGLB membrane lysate, EnzChek fluorogenic substrate; inhibition, % at 5.17 µM; 0.059% of 340,000 active; in the data active means inhibition above about 34%;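 further: 0% = enzyme with vehicle and 100% = wells lacking enzyme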
# Keap1 Nrf2 FP – Keap1-Nrf2 protein-protein interaction inhibitors, primary screen, biochemical, fluorescence polarization, single point; AID 504523, 2011; Kelch-like ECH-associated protein 1 (Homo sapiens), Q14145; 0.15% of 340,000 active; Keap1 Kelch-Nrf2 peptide fluorescence polarization, 1536-well; inhibition, % at 9.4 µM; in the data active means inhibition above about 12%;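 further: human Keap1 Kelch domain with fluorescein labeled Nrf2 9mer peptide probe; 0% = neutral control wells and 100% = peptide positive control; higher means more block of Keap1 binding to Nrf2 peptide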
# Target sequence (Q14145 whole entry, looked up, the tested form may be a part): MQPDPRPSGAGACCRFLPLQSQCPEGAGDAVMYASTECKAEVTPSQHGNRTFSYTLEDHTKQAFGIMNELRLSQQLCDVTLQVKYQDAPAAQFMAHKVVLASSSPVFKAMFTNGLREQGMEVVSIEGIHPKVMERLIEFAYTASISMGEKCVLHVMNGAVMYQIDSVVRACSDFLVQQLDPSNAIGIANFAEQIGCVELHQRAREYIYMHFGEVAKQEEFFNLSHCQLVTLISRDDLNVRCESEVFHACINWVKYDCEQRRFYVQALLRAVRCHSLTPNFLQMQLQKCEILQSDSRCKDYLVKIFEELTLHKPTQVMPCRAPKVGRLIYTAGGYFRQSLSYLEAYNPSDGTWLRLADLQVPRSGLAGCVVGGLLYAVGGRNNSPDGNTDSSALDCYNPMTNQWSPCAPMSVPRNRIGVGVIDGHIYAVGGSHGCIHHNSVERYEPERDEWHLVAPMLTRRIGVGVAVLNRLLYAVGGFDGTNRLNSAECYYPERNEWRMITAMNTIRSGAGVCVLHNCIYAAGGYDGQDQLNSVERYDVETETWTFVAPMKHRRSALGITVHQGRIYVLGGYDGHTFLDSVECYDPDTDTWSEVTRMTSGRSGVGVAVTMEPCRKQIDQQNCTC
# Cardiac RTF inh – cardiac RTF calcium sensitivity inhibitors, primary screen, biochemical, IANBD-TnC fluorescence, EC70 calcium. Troponin I, cardiac muscle (Homo sapiens) + Troponin T, cardiac muscle (Homo sapiens) + …. IANBD-labeled cardiac RTF, Ca2+ fluorescence. inhibition, % at 7.15 µM. 0.12% of 340,000 active;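 active means inhibition above the mean inhibition of all tested compounds plus 3 SD, cut at about 17% in these data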;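 further: assay run at fixed EC70 calcium of 1.6 mM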
# The depositor's hits bear a star; nt = not tested or not shown.
DSG3 Ab inh,NSD2 HMT inh,CAL PDZ FP-1,V-ATPase pH,Arrestin-AP2 inh,LANA DNA inh,CAL PDZ FP-2,DAGLB inhibitor,Keap1 Nrf2 FP,Cardiac RTF inh,Molecule
105,-1,nt,4,12,1.9,-0.8,0,-4,0,COc1ccccc1N1CCN(CC(=O)c2c(N)n(C)c(=O)n(C)c2=O)CC1
114,-1,2,-2,8,1.8,-0.5,0,1,-5,CCc1ccc(OCC(O)CN2CCN(CCO)CC2)cc1 (centres undefined)
100,-3,-2,0,22,-1.7,-2.4,3,1,-4,COc1ccc(CC(=O)NNC(=O)c2cnccn2)cc1
nt,-1,-3,2,23,0.4,-2.1,-1,0,-8,Cc1ccc(-n2ncc(C#N)c2/N=C/N(C)C)cc1
98,nt,-4,4,20,-1.5,-2.0,-2,0,-17,Cc1sc(NC(=O)CN(C(=O)c2ccccc2F)C2CCCC2)c(C(N)=O)c1C
nt,-1,3,3,-5,-1.2,-0.4,-4,4,-6,COc1cccc(NC(=O)N2CCCC(C(=O)NCc3ccc(F)cc3)C2)c1 (centres undefined)
108,-2,-1,-1,-4,-0.8,-0.4,-2,-4,-12,Cc1cccc(NC(=O)c2nnn(-c3cccc(C(F)(F)F)c3)c2N)c1
98,1,4,-4,1,-2.1,-0.5,1,0,4,CCOC(=O)C1=C(O)C(=O)N(Cc2ccc(C(C)(C)C)cc2)CC1
99,-2,0,4,35,-0.7,-1.8,-9,3,5,COc1cccc(-c2cc(C(F)(F)F)nc(-n3cc(C)cn3)n2)c1
101,3,nt,-5,4,0.7,-1.3,-3,-6,-7,N=C1C(c2nc3ccccc3[nH]2)=C(O)CN1c1ccc(CC(=O)O)cc1
103,3,-1,4,9,1.5,-0.8,-1,-10,-4,CN1C(=O)/C(=N/OC(=O)c2ccccc2Br)c2ccccc21
98,2,-5,3,11,2.0,-2.4,1,0,2,Cc1oc2cc3oc(=O)c(CCC(=O)N[C@H](C(=O)O)C(C)C)c(C)c3cc2c1C
111,-1,-2,-1,-6,-0.8,-0.9,1,-3,-1,Cn1c(N)c(C(=O)CSc2ccc3c(c2)OCCO3)c(=O)n(C)c1=O
115,3,-3,1,4,-2.1,-3.0,-1,-2,-8,Cc1cccc(NC(=O)CCCn2c(=S)[nH]c3ccccc3c2=O)c1
107,nt,-6,-4,17,-2.9,-3.4,0,-3,-5,CCN(c1ccc(OC)cc1)S(=O)(=O)N1CCCC(C(=O)NCc2cccc(C)c2)C1 (centres undefined)
113,-3,-3,-4,11,0.9,0.4,1,-2,0,Cc1cccc(C)c1NC(=O)CC(C)c1ccccc1 (centres undefined)
101,-1,-1,0,29,-0.3,-3.4,-2,-4,13,Cc1cc(Br)ccc1SCC(=O)OCC(=O)NC(C)c1ccccc1 (centres undefined)
103,-1,nt,0,nt,nt,nt,0,nt,nt,COc1ccc(Cl)cc1C(=O)OCC(=O)c1c(N)n(C)c(=O)n(C)c1=O
nt,-2,11,-3,20,-0.1,nt,2,3,-16,CCCc1nnc(SCC(=O)N2CCOCC2)n1C
105,-1,nt,-4,28,-0.6,-0.2,-2,0,3,CC(=O)Nc1scc(-c2ccccc2)[n+]1-c1ccc(C)cc1
102,0,-1,1,-11,0.7,-2.1,-2,-3,-3,O=C(NCc1ccccc1)/C(=C\c1ccc([N+](=O)[O-])cc1)NC(=O)c1ccco1
97,-3,-3,-2,32,-0.1,-2.2,-2,-2,-1,CC1CCC(C(=O)NC(C(=O)NCCN2CCC(C)CC2)C(C)C)CC1 (centres undefined)
118,5,-12,-4,3,0.2,-1.6,-6,-1,-6,COc1cccc(N2CCN(C(C)C(=O)NC34CC5CC(CC(C5)C3)C4)CC2)c1 (centres undefined)
99,nt,-2,-2,-12,0.3,-0.1,1,-6,-2,C[C@@H]1CN([C@@H](C)CO)C(=O)Cc2cc(NS(=O)(=O)c3ccccc3)ccc2O[C@H]1CN(C)S(C)(=O)=O
102,4,0,5,6,-0.8,-3.1,-2,0,-5,O=C(Cn1cnc2sc3c(c2c1=O)CCCC3)NCC(=O)Nc1c(F)cccc1F
106,-2,-2,3,-1,-0.8,-0.4,-1,-5,5,Cc1cc(NC(=O)COc2ncnc3sc(C)c(C)c23)no1
102,0,0,2,0,1.1,-1.2,0,-4,4,COc1ccccc1C(=O)COC(=O)c1nc2nc(C)cc(C)n2n1
86,-1,-1,2,7,1.1,-1.2,-1,0,0,Cc1ccc(-n2cnc3ncnc(-c4ccccc4)c32)cc1
105,nt,nt,0,9,-0.8,-1.6,2,-2,-1,COc1ccc(C2CC(c3ccc(Cl)cc3Cl)Nc3nc(N)nn32)cc1OC (centres undefined)
106,1,-5,1,1,-0.1,-2.0,-4,-3,-3,Cc1ccc(CNC(=O)CN(c2ccc(C)cc2)S(=O)(=O)c2c(C)nn(C)c2C)cc1
97,nt,-4,3,18,-0.3,-0.3,-2,6,-4,CCCC(=O)N=c1sc2cccc(F)c2n1C
85,nt,nt,7,-4,0.7,-0.4,1,-10,-12,CCOC(=O)N1CCN(C(=O)C2CCN(C(=O)c3ccccc3C)CC2)CC1
86,0,0,-3,19,-0.7,0.1,1,-3,1,Cc1csc(NC(=O)c2cccc(C)c2C)n1
97,-2,-3,8,-6,-1.2,-1.4,0,-4,-1,C/C=C/c1ccc(Oc2nnnn2-c2ccc(C(=O)O)cc2)c(OC)c1
102,nt,-3,1,9,-1.5,-0.2,-3,-3,-8,COc1cc(C(CCN2CCCCC2)c2c(OC)cc(OC)c3c(C)cc(=O)oc23)cc(OC)c1OC (centres undefined)
nt,-2,-3,0,17,-0.5,-1.8,-2,-1,-30,Oc1ccc(O)c(-c2cnns2)c1
111,-7,nt,6,nt,nt,nt,-9,nt,nt,CCOC(=O)CN(c1sc(C)c(C)c1C(=O)OCC)S(=O)(=O)c1ccc(C)cc1
96,-2,nt,-9,5,0.1,-0.6,0,1,-17,O=C(COC(=O)Cc1cccc(C(F)(F)F)c1)NC1CCS(=O)(=O)C1 (centres undefined)
101,1,-1,1,7,-0.3,nt,-4,-2,-6,Cc1cccc(NC(=O)NCCN2CCCCC2)c1
108,46,-5,-2,-1,0.2,0.0,7,-5,-6,CN(C(=O)CSc1nc(O)cc(=O)n1C1CCCC1)c1ccccc1
nt,0,1,-4,-6,-0.8,-1.0,1,5,3,S=C1SCN(Cc2cccnc2)CN1Cc1ccccc1
nt,0,8,-2,22,-0.3,-2.4,-2,-4,2,COc1ccc(OC)c(NC(=O)CCc2nnc3ccc(N4CCC(C)CC4)nn23)c1
114,-2,nt,2,6,nt,nt,nt,nt,nt,Cc1cc(=O)n2c(n1)NC(Nc1cccc(C)c1C)=NC2c1ccc(F)cc1 (centres undefined)
117,0,-4,-1,-14,-1.2,0.1,-1,-2,0,Cc1cccc(C)c1NC(=O)CN(C)C(=O)c1cccc(S(=O)(=O)N2CCN(c3ccc(F)cc3)CC2)c1
nt,2,-1,-3,34,-2.5,-2.9,-4,-2,-4,CCOc1ccc(Oc2ccc(S(=O)(=O)N3CCOCC3)cc2NC(=O)C2=COCCO2)cc1
nt,2,nt,2,17,-1.6,-0.6,6,2,-6,COc1ccccc1NC(=S)NCc1ccc2c(c1)cc(C)n2C
113,-4,6,-3,13,0.8,-1.0,2,0,-9,Cc1cc(C(=O)N/N=C(\CCC(=O)O)c2cccs2)c2ccccc2n1
97,-2,-2,-4,8,-1.6,-2.3,1,-6,5,COC1C=CC(CNC(=O)c2cc3c(=O)n4cccc(C)c4nc3n2C)(OC)O1 (centres undefined)
95,12,nt,-2,17,-1.6,-1.1,0,9,-7,COc1ccc(C(=O)Nc2ccc(S(=O)(=O)Nc3nccnc3OC)cc2)cc1OC
108,5,6,-3,-5,-0.9,-0.9,2,-7,3,O=C(c1cc(COc2ccc3ncccc3c2)on1)N1CCCC(O)C1 (centres undefined)
115,-2,51*,1,11,0.4,-0.4,-3,-3,0,COc1cc(C(=O)NC(c2ccccc2)c2ccccc2)cc(OC)c1OC
100,-2,-6,-1,2,1.5,-0.4,-1,0,-1,O=C(CSc1cccc[n+]1[O-])Nc1cccc(S(=O)(=O)NC2=NCCCCC2)c1
103,1,nt,-2,nt,nt,nt,-3,nt,nt,O=C(Cc1csc(-c2cccc(F)c2)n1)Nc1cccc(S(=O)(=O)NC2=NCCC2)c1
93,nt,6,-3,20,0.8,-1.5,-2,0,-8,COc1ccc(Cc2noc(-c3ccc(OC)c(OC)c3)n2)cc1OC
108,nt,nt,-1,4,1.3,-1.7,2,-3,-5,CCn1c(SCC(N)=O)nnc1-c1cc2c(C)nn(-c3ccccc3)c2s1
100,-5,4,3,9,1.8,nt,2,0,-2,Cc1cc(C(=O)NCc2cccs2)cs1
92,3,-2,1,42,7.4,-0.1,-4,3,-11,COc1ccc(S(=O)(=O)Nc2cc3c4c(c2)C(C)C(=O)N4CCC3)cc1OC (centres undefined)
91,-3,-2,-3,-1,0.1,-0.1,-2,4,2,CCN(C(=O)COC(=O)c1nn(-c2ccccc2)c(=O)c2ccccc12)C1CCS(=O)(=O)C1 (centres undefined)
96,35,-5,-5,2,0.4,-0.5,1,-5,1,CCn1c(COc2ccc(C(C)C)cc2)nnc1SCC(=O)Nc1nccs1
nt,-3,2,-4,-2,0.3,-2.8,-3,-4,-18,CN(CCCC(=O)Nc1ccc(OC(F)F)cc1)S(=O)(=O)c1ccc(F)cc1
104,-3,-2,1,-2,-2.6,-1.3,-4,-4,-10,COc1ccccc1NC(=O)c1ccc2nsnc2c1

# Screens (PubChem BioAssay)

# A portion of the library (hit frequency here may not be typical).
